Bioassay records as filed in PubChem.
NadD block – NadD (S. aureus) enzyme inhibition. inhibition, % at 20 µM. hit rate 0.78% among 360,000. AID 602399. purified NadD enzyme, colorimetric absorbance read-out; in the data active = inhibition above about 26%; note: some compounds past the cut are filed as inactive
TbMetRS inhib – blocks T. brucei methionyl-tRNA synthetase activity. purified T. brucei MetRS, ATP depletion, Kinase-Glo luminescence. inhibition, % at 11.9 µM. hit rate 0.4% among 360,000;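 active = inhibition above a per-plate cutoff of the control wells' mean inhibition plus 3 SD, cut at about 5.5% in these data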;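 note: 0% = DMSO wells median and 100% = median of wells with control inhibitor compound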
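technique = Kinase-Glo luminescence, ATP depletion format | system = purified MetRS (methionyl-tRNA synthetase) enzyme from Trypanosoma brucei | timing = 15 min preincubation, 2 h reaction, all 25 °C | evaluation = percent inhibition versus plate control medians | dosing = single dose, 11.9 µM final nominal, 0.9% final DMSO | also added = substrates ATP, L-methionine and bulk Escherichia coli tRNA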
CSN deneddyl inh – blocks human CSN-mediated cullin deneddylation | hit rate 0.38% among 360,000 | inhibition, % at 12.5 µM | AID 651999 | Purified CSN, SCF-Nedd8-OG deneddylation, fluorescence polarization;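 active = pattern-corrected inhibition above about 35%, with an unprinted fluorescence ratio check between 0.5 and 1.5, limit read from the data, passing the limit was not always enough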;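 note: 0% = enzyme with substrate and 100% = substrate without enzyme; some results filed as inactive read as strong as hits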
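Test system: purified human Csn5 enzyme expressed in HEK293T cells. Amount: 0.24 nM enzyme. Reagent: SCFSkp2-Nedd8OG substrate at 10 nM final. Schedule: 90 min incubation of compound, enzyme and substrate at room temperature. Detection: fluorescence polarization. Read-out: % inhibition of substrate cleavage by Csn5.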
STEP inh – inhibitors of human striatal-enriched phosphatase STEP; recombinant STEP, OMFP fluorogenic substrate, fluorescence; AID 588621; inhibition, % at 20 µM; P54829; hit rate 0.25% among 360,000;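 active = inhibition at 20 µM, scaled per plate between control wells, above about 37%, limit read from the data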;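 note: 0% = DMSO with enzyme and substrate and 100% = substrate only without enzyme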
Target sequence (P54829 whole entry, looked up): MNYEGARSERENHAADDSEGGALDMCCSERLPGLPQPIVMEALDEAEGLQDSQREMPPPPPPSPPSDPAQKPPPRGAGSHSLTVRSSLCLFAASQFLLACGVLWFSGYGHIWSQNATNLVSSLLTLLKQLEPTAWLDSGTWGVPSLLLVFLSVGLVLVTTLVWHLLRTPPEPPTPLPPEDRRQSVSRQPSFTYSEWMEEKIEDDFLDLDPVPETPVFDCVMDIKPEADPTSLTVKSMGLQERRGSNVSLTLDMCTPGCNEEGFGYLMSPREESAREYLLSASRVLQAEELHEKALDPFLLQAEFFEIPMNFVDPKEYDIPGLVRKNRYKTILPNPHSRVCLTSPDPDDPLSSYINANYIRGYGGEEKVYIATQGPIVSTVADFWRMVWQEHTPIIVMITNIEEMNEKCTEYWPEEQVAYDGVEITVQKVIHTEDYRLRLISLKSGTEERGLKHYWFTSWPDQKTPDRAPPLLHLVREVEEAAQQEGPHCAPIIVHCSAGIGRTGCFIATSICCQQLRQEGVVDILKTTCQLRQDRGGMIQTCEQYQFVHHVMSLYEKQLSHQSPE
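System: STEP phosphatase, cell-free reaction; Buffer or medium: Bis-Tris pH 6.0 buffer with DTT, detergent; Incubation: 20 min at room temperature, dark; Measured by: fluorescence, 480/540 nm.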
Rpn11 block – Rpn11 (human) deubiquitinase inhibition; AID 588493; hit rate 0.59% among 360,000; O00487; calls only at 20 µM; human 26S proteasome, Ub4-pepOG fluorescence polarization; 20S core pre-blocked with epoxomicin;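 active = inhibition at 20 µM, scaled to each plate's controls, above about 33%, limit read from the data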
MLLE-PAM2 inh – blocks PAM2 peptide binding to the PABP1 MLLE domain. inhibition, % at 20 µM. GST-MLLE / FITC-PAM2 fluorescence polarization. P11940. hit rate 0.36% among 360,000. AID 588489; in the data active = inhibition above about 35%, passing the limit was not always enough;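 note: plate controls were DMSO wells with GST-MLLE for no effect and wells lacking GST-MLLE protein for full effect; some results filed as inactive read as strong as hits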
Scp-1 inhibitor – inhibitors of human Scp-1 phosphatase. AID 493091. inhibition, % at 20 µM. Recombinant Scp1, phosphopeptide, malachite green phosphate absorbance. Q9GZU7. hit rate 0.88% among 340,000;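 active = inhibition above about 50% at 20 µM, limit read from the data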;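 note: plate controls were DMSO wells with enzyme for no effect and wells lacking enzyme for full effect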
Target sequence (Q9GZU7 76-261 limits assumed): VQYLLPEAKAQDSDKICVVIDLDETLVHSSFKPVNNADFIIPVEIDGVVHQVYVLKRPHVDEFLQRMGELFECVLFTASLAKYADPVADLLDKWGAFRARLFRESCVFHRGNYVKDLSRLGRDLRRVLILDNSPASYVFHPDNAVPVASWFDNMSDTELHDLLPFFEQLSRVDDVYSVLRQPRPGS
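Test system: SCP-1 catalytic domain; Buffer or medium: Acidic Tris acetate buffer with magnesium and detergent; Also added: Phosphorylated 17-residue peptide substrate; Compound: single 20 µM dose, 1% DMSO; Schedule: enzyme reaction 45 min at room temperature, colour 5 min, stabilisation 30 min; Signal: Phosphate-binding colour reagent, absorbance read at 630 nm.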
LMPTP block – LMPTP (human) inhibition. P24666. recombinant LMPTP-A, OMFP fluorogenic substrate, fluorescence intensity. inhibition, % at 20 µM. hit rate 0.22% among 360,000. AID 651560;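 active = compounds that cut the enzyme signal by at least half of the control window in the single-dose screen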;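 note: plate controls were DMSO wells with enzyme plus substrate for no effect and substrate without enzyme for full effect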
Target sequence (P24666 whole entry, looked up): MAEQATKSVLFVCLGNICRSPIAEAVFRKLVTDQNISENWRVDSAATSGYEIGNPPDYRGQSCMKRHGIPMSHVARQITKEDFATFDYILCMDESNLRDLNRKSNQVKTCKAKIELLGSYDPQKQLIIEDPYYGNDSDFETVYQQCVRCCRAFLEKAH
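test system = LMPTP-A | amount = 0.625 nM LMPTP-A final | reagent = fluorogenic phosphatase substrate OMFP at 400 µM final | incubation = 50 min at room temperature | benchmarks = no-enzyme low control, uninhibited high control | medium = Bis-Tris pH 6.0, DTT, detergent | signal = fluorescence intensity of OMFP turnover product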
SUMO1 PPI mod – modulators of human SUMO1-mediated protein-protein interactions; SUMO1 binding to a labelled peptide, TR-FRET, 1 h; inhibition, % at 20 µM; hit rate 0.33% among 360,000; in the data active = inhibition above about 37%
Target sequence (P63165 whole entry, looked up): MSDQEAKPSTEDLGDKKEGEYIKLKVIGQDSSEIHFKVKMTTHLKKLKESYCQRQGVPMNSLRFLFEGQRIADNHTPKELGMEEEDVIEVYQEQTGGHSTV
DNMT1 inh – blocks human DNA methyltransferase DNMT1; P26358; DNMT1 molecular beacon, Hinp1I cleavage, fluorescence; inhibition (reported as % activation of signal), % at 10 µM; hit rate 0.83% among 360,000; AID 588458; in the data active = inhibition above about 50%
* hit, by the source's call; i = inactive; x = not tested or not shown; + = active, no number.

canonical_smiles,NadD block,TbMetRS inhib,CSN deneddyl inh,STEP inh,Rpn11 block,MLLE-PAM2 inh,Scp-1 inhibitor,LMPTP block,SUMO1 PPI mod,DNMT1 inh
Cc1nn(C)cc1/C=N\NC(=O)c1csc2c1CCCC2,1,-0.1,-1,-2,i,-10,-7,-0.5,-3,1
CCN(CC)CCOC(=O)C1c2ccccc2Oc2ccccc21,-4,0.4,-3,0,i,-7,-12,-0.6,0,2
CC(C)[C@H](CO)NC(=O)[C@H]1O[C@@H](n2ccc(=O)[nH]c2=O)[C@H](O)[C@@H]1O,-5,-0.3,-2,-1,i,3,x,-0.8,-3,-8
CCc1nnc(NC(=O)c2cc(S(=O)(=O)N3CCCCC3)ccc2N2CCOCC2)s1,5,-0.3,-2,0,i,14,26,0.6,5,-2
CCN(CC)S(=O)(=O)c1cc(NC(=O)Cn2cnc3ccccc3c2=O)ccc1C,-1,-0.7,3,0,i,-13,0,0.5,2,-5
O=C(CN1CCN(CC(=O)Nc2ccc(F)cc2)CC1)NCC1(N2CCOCC2)CCCCC1,-3,0.1,1,3,i,-2,-6,-0.2,5,4
C#CCOCCOCCOCCNc1nc(N2CCN(C(=O)CCCCCCCCCCNC(=O)[C@@H]([C@H](C)O)n3cc(C)nn3)CC2)nc(N2CCN(C(=O)CCCCCCCCCCNC(=O)[C@@H]([C@H](C)O)n3cc(C)nn3)CC2)n1,-4,-0.4,-3,-2,i,-1,0,1.6,7,-38
CCOC(=O)N1CCN(C(=O)c2ccc(OC)c(S(=O)(=O)N3CCOCC3)c2)CC1,2,-1.3,11,-2,i,8,2,1.1,-2,2
CCCC(=O)NC(NC(=S)Nc1ccc(S(N)(=O)=O)cc1)C(Cl)(Cl)Cl (stereo not drawn),-2,-0.3,-7,0,i,28,-2,-1.9,-1,0
CCCOc1ccc(N2C(=O)C/C(=C\c3ccccc3)C2=O)cc1,-1,-0.2,-7,0,i,1,-2,0.0,-6,5

The results go on:
canonical_smiles,NadD block,TbMetRS inhib,CSN deneddyl inh,STEP inh,Rpn11 block,MLLE-PAM2 inh,Scp-1 inhibitor,LMPTP block,SUMO1 PPI mod,DNMT1 inh
CC1NC(=O)NC1CCCCCC(=O)NCCc1ccccc1 (stereo not drawn),-4,-0.9,0,0,i,-7,-2,-1.0,0,-1
N#Cc1nc(COc2ccccc2Cl)oc1N1CCCCCC1,6,-0.7,1,2,i,-1,-12,5.3,17,-3
COC(=O)CNC(=O)COC(=O)c1ccc(Cl)nc1,2,0.6,-3,6,i,1,-1,-0.4,2,1
CCC(C)(C)NC(=O)C(c1cccn1C)N(C(=O)Cn1nnc2ccccc21)c1ccc(NC(C)=O)cc1 (stereo not drawn),4,0.2,1,0,i,-5,-4,-0.5,-1,-4
CC(=O)N(CN1C(=O)C2CC=CCC2C1=O)c1cccc(Cl)c1 (stereo not drawn),2,-1.5,-7,2,i,7,-7,-2.5,-1,1
CCOC(=O)CCP(=O)(O)C(O)(c1ccccc1)c1ccccc1,-6,0.2,-8,-2,i,-4,-3,-1.1,5,-1
CC1=NN(c2ccccc2)C(=O)/C1=C\c1cc(C)n(-c2cccnc2)c1C,-4,0.0,1,3,i,6,-4,1.7,-28,-5
c1ccc(CSc2nnc(-c3cccs3)o2)cc1,-4,-0.7,3,-2,i,5,-2,1.6,0,0
O=C(Nc1ccccc1N1CCN(c2ccc(F)cc2)CC1)C1CCCCC1,0,-0.5,6,-2,i,5,-2,-0.2,-1,2
CCc1ccc([C@H]2C[C@H]3[C@H]4C(=O)N(c5ccccc5)C(=O)[C@H]4CC(=O)[C@@H]3CN2S(=O)(=O)c2ccc(C)cc2)cc1,16,-0.8,-2,-1,i,-7,x,0.4,0,-6

Following part
canonical_smiles,NadD block,TbMetRS inhib,CSN deneddyl inh,STEP inh,Rpn11 block,MLLE-PAM2 inh,Scp-1 inhibitor,LMPTP block,SUMO1 PPI mod,DNMT1 inh
O=C(CN1CCN(Cc2ccccc2)CC1)N/N=C/c1ccc(Br)s1,-7,0.3,3,3,i,9,-7,-1.0,-16,1
COC(=O)c1cn(NC(=O)C2CCCCC2)c(=O)c2ccccc12,-3,-0.5,3,0,i,-2,-8,-1.5,3,-1
CCN(CC)c1ccc(C(=O)OCC(=O)Nc2cccc(S(=O)(=O)NC3=NCCCCC3)c2)cc1,-1,0.1,-8,2,i,-11,-2,2.3,-8,-8
COc1ccc(CC(=O)Nc2ccc(OC)c(NC(=O)c3ccco3)c2)cc1,-7,-0.3,3,2,i,0,-5,2.0,0,-2
CC1CC(=Cc2ccc([N+](=O)[O-])cc2)C(=O)O1 (stereo not drawn),-4,0.1,-3,-1,i,0,0,-0.8,-40,6
CCOC(=O)c1nn(-c2ccccc2C)c(=O)c2c(N)scc12,-1,-0.8,3,1,i,-38,-1,0.9,-14,-13
COCCCNC(=O)c1c(F)c(F)c(F)c(F)c1F,-2,-0.9,-3,1,i,-9,-15,-3.0,-3,-4
CCN(CC)C(=O)c1ccc(NS(=O)(=O)c2ccc3[nH]c(=O)[nH]c3c2)cc1,-3,0.2,3,0,i,14,-5,-1.2,10,-2
Cc1ccccc1-n1nc2c(c1NC(=O)c1ccc(Br)o1)CSC2,50*,-1.6,6,2,i,15,2,-0.5,2,8
Cc1ccc(-c2cc(C(=O)NC3CCCC3)no2)cc1,3,-0.1,-3,2,i,-3,-8,-0.2,0,1

(more compounds)
canonical_smiles,NadD block,TbMetRS inhib,CSN deneddyl inh,STEP inh,Rpn11 block,MLLE-PAM2 inh,Scp-1 inhibitor,LMPTP block,SUMO1 PPI mod,DNMT1 inh
COc1ccccc1NC(=O)COC(=O)C1CCCC1,-4,-0.4,-5,-3,i,8,0,-0.5,3,-2
COc1cc2c(cc1OC)CN(C(=O)c1cccc(S(=O)(=O)N3CCc4ccccc43)c1)CC2,-3,-0.3,1,-1,i,-2,-7,0.2,1,6
Cc1oc(-c2ccccc2F)nc1CS(=O)CC(=O)NCc1ccccn1 (stereo not drawn),-7,-1.0,0,-2,i,16,-1,0.7,-1,0
O=C(CCC(=O)N(CC(=O)NC1CCCC1)C1CCCC1)Nc1ccccn1,-4,-1.4,1,2,i,-6,3,-0.6,1,2
CCCC(c1nnnn1CC1CCCO1)N1CCN(c2ccccc2)CC1 (stereo not drawn),2,0.6,-1,-3,i,12,-7,0.6,0,0
Cc1cccc(N2CCN(C(=O)c3ccc(CS(=O)Cc4cccc(Cl)c4)o3)CC2)c1C (stereo not drawn),-2,-0.5,3,1,i,-6,-7,1.9,0,-8
CC1CN(S(=O)(=O)Cc2ccccc2)CC(C)O1 (stereo not drawn),1,-0.1,-3,-1,i,2,0,-0.4,22,5
Cc1nnc(NCC=Cc2ccccc2)s1,-9,-0.3,0,-4,i,-139,x,-0.1,-2,1
COc1cc(C(=O)NC2CCN(C)CC2)ccc1Nc1ncc2c(n1)N(C1CCC(O)CC1)CCC(=O)N2C (stereo not drawn),-1,-0.3,-9,-2,i,10,0,-2.2,7,7
COc1ccc(-c2c(C)oc3c(CN4CCOCC4)c(O)ccc3c2=O)cc1,-2,0.2,8,4,i,12,1,-0.8,-1,3

The results go on:
canonical_smiles,NadD block,TbMetRS inhib,CSN deneddyl inh,STEP inh,Rpn11 block,MLLE-PAM2 inh,Scp-1 inhibitor,LMPTP block,SUMO1 PPI mod,DNMT1 inh
C(=N\n1cnnc1)/c1cn(Cc2ccccc2)c2ccccc12,1,0.3,1,1,i,-3,-11,1.2,-3,-5
CCn1c(/C=C/c2ccccc2)nc2ccccc21,-3,-2.1,-3,2,i,8,-6,11,-7,-2
CCC(C)NC(=O)N1c2ccccc2Sc2ccccc21 (stereo not drawn),8,0.8,-1,-3,i,1,3,0.0,2,-3
O=C1CC2(CCCC2)CC(=O)N1c1ccccc1,-4,-0.2,1,-3,i,-2,-2,-0.2,4,1
NC(=O)N/N=C/c1sc(N2CCCCC2)nc1-c1cccs1,2,-0.5,10,3,+,-26,14,1.0,-7,-13
CCN(CC)c1ccc(/C=C(/C#N)C(=O)NCc2ccccc2)o1,3,-0.2,167,-8,x,-122,1,20,-28,16
COc1cccc(C(=O)Nc2ccccc2N2CCCC2)c1,-8,-0.3,4,-2,i,8,-5,0.2,-1,-3
Cc1cc(N)ccc1S(C)(=O)=O,-3,-0.1,-1,-22,i,-1,-5,0.4,1,16
COC(=O)C(Cc1ccccc1)N1CCS(=O)(=O)CC1 (stereo not drawn),5,-0.9,6,-2,i,13,0,-1.9,-1,1
COc1ccc(NC(=O)CC2C(=O)N(c3ccc(F)cc3)C(=S)N2NC(=O)c2ccccc2)cc1 (stereo not drawn),-6,0.1,1,1,i,3,-6,-1.2,-1,6

Additional records
canonical_smiles,NadD block,TbMetRS inhib,CSN deneddyl inh,STEP inh,Rpn11 block,MLLE-PAM2 inh,Scp-1 inhibitor,LMPTP block,SUMO1 PPI mod,DNMT1 inh
CCOC(=O)c1c(C)[nH]c(C(=O)OCC(=O)Nc2sccc2C(N)=O)c1C,10,-0.4,1,4,i,-9,-1,13,10,-9
COc1ccc2[nH]c(=S)cc(C)c2c1,-1,0.4,-1,0,i,30,-4,0.2,-6,-6
COc1ncnc2c1NC(=O)CS2,-4,-1.1,0,-4,i,7,-10,0.1,2,0
COc1cc(C2C(C#N)=C(C)NC3=C2C(=O)CC(C)(C)C3)ccc1OCCO (stereo not drawn),-2,-0.5,4,-3,i,-6,6,-1.7,-8,-1
COc1cc(-c2nnc(SCC(=O)N(C)C3CCS(=O)(=O)C3)o2)cc(OC)c1OC (stereo not drawn),2,-0.4,-2,6,i,10,-2,-1.5,-4,0
CC(=O)Nc1sc2c(c1CN1CCN(c3ccc(F)cc3)CC1)CCCC2,-8,0.2,2,-2,i,9,-9,2.1,-4,-6
CCOC(=O)C1(Cc2cccc(OC)c2)CCCN(Cc2c(C)nn(C(C)C)c2C)C1 (stereo not drawn),-4,-1.3,1,0,i,-13,1,-1.0,-1,0
CCOC(=O)C1CCN(c2nc3ccccc3nc2C(C#N)C(=O)OC(C)C)CC1 (stereo not drawn),-11,-0.2,45*,-1,x,-5,-9,0.2,-8,7
COc1ccc(CCNC(=O)c2ccco2)cc1OC,0,0.6,-5,2,i,6,-2,-0.3,4,3

Copied from the list.
CCc1ccc([C@H]2C[C@H]3[C@H]4C(=O)N(c5ccccc5)C(=O)[C@H]4CC(=O)[C@@H]3CN2S(=O)(=O)c2ccc(C)cc2)cc1 in STEP inh: -1
COc1cc(-c2nnc(SCC(=O)N(C)C3CCS(=O)(=O)C3)o2)cc(OC)c1OC (stereo not drawn) in NadD block: 2
